HTRA1 inhibitor – blocks human HTRA1 serine peptidase. Q92743. recombinant HTRA1, FP-rhodamine activity-based probe, fluorescence polarization. inhibition, % at 5.96 µM. 340,000 tested, 0.5% active; in the data active means inhibition above about 36%;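 further: 0% = enzyme with DMSO and 100% = wells lacking enzyme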
TDP2 absorb – TDP2 (human) inhibition, absorbance primary screen; O95551; recombinant TDP2, T5PNP hydrolysis, p-nitrophenol absorbance 415 nm; inhibition, % at 12.8 µM; 370,000 tested, 0.34% active; AID 720702;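 active means inhibition above the mean of all tested compounds plus 3 SD, set per campaign, cut at about 25% in these data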;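 further: 0% = DMSO with enzyme and 100% = buffer with substrate but no TDP2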
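Evaluation: % inhibition relative to enzyme-containing and enzyme-free wells. Material: recombinant human TDP2. Benchmarks: enzyme-free and DMSO wells. Timing: enzyme reaction with compound for 2 h at 37 °C. Compound dosing: 12.8 µM only. Measured by: p-Nitrophenol epi absorbance. Reagent: T5PNP substrate at 5 mM, a TopII-DNA adduct mimic. Replication: single well per compound.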
UHRF1 binding – human UHRF1 methylated DNA binding inhibitors. 370,000 tested, 0.75% active. UHRF1 binding to methylated oligo, TR-FRET. inhibition, % at 4.4 µM. AID 687016. Q96T88; in the data active means inhibition above about 21%;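 further: UHRF1 SRA domain binding a hemimethylated CpG hairpin DNA probe; 0% = median of test compound wells and 100% = reference inhibitor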
mABHD4 FP – inhibitors of mouse ABHD4; 370,000 tested, 0.54% active; Q8VD66; purified mABHD4, FP-Rh probe fluorescence polarization; inhibition, % at 8.92 µM; AID 720543;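 active means inhibition exceeding the mean over every tested compound plus 3 SD, cut at about 30% in these data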;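 further: 0% = plate median of compound wells and 100% = S159A mutant with DMSO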
Target sequence (Q8VD66 whole entry, looked up): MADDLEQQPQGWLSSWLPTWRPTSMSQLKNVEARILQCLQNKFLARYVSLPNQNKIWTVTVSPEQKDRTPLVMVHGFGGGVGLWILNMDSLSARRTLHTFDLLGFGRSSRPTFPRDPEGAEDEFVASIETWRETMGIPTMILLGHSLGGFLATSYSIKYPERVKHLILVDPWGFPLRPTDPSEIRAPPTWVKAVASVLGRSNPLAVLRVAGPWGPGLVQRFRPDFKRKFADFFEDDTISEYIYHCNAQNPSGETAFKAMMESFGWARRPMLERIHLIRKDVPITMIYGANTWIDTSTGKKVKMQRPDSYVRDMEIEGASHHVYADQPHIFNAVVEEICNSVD
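Material: mouse ABHD4 enzyme, wild type; Benchmarks: S159A mutant high control, sample median low control; Buffer or medium: HEPES pH 7.0, NaCl, Pluronic buffer; Signal: fluorescence polarization; Read-out: percent inhibition of probe binding, normalized to plate controls; Timing: pre-incubation 45 min, probe exposure 60 min, at 25 °C; Dosing: 8.92 µM, single dose.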
PG9 Ab binder – binds the HIV-1 gp120 antibody PG9; TR-FRET gp120-PG9 antibody binding; inhibition, % at 6.7 µM; 360,000 tested, 0.43% active; in the data active means inhibition above about 8.5%
PRMT1 inh – inhibitors of human PRMT1; AID 652257; inhibition, % at 2.79 µM; recombinant PRMT1, activity-based probe fluorescence polarization; 370,000 tested, 1.3% active;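 active means inhibition above about 21% made by adding two undisclosed values, limit read from the data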
SIAE primary – inhibitors of human sialic acid acetylesterase SIAE; Q9HAT2; SIAE FP-Rh probe binding, fluorescence polarization; inhibition, % at 9.66 µM; 370,000 tested, 0.69% active; AID 1053197;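 active means inhibition above a cutoff: mean of compounds within the control limits plus 3 SD of those, cut at about 17% in these data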;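 further: 0% = plate median of compound wells and 100% = probe without SIAE protein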
DDE Tn7 FP inh – inhibitors of Tn7 peptide binding to human fibrin DD(E). FP displacement of FITC-Tn7 peptide from fibrin DD(E); 0% = median of compound wells per plate. inhibition, % at 8.3 µM. 370,000 tested, 0.13% active;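 active means inhibition above the mean of compounds falling within the control limits plus 3 SD of them, cut at about 14% in these data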;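 further: 0% = plate median of compound wells and 100% = 10 µM Aha-Tn7 peptide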
Target sequence (P02675 whole entry, looked up): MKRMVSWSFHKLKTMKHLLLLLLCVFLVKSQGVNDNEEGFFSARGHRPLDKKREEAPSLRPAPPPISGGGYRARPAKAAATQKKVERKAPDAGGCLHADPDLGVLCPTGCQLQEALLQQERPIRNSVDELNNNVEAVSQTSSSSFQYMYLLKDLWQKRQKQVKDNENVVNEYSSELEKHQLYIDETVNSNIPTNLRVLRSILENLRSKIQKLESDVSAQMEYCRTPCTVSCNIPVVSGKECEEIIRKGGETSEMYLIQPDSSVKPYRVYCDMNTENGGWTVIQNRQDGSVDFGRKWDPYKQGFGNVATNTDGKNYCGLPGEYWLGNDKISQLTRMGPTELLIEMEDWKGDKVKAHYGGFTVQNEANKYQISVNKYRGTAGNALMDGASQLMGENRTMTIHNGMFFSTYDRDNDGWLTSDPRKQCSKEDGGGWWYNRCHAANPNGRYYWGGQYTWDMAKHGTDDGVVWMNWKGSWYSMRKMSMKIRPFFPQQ
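Assay system: human fibrin DD(E) protein / Input: 2 µM fibrin DD(E) / Benchmarks: high control of 10 µM Aha-Tn7 peptide / Measured by: fluorescence polarization of the labelled Tn7 tracer / Medium: Tris buffer with calcium and detergent, pH 7.8 / Timing: 10 min compound pre-incubation, 3 h probe incubation at room temperature / Repeats: one replicate per compound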
LEDGF integ inh – blocks HIV-1 LEDGF/p75-dependent DNA integration. TR-FRET IN-LEDGF/p75 DNA integration, Eu/Cy5. inhibition, % at 3.7 µM. 370,000 tested, 0.64% active. AID 743269;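 active means inhibition above the screen-wide mean plus 3 SD, cut at about 13% in these data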;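 further: signal is the Cy5 over europium emission ratio at 671 and 618 nm; 0% = plate median of compound wells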
TCR-CD3 inh – inhibitors of human TCR-CD3 interaction | TAMRA-labeled TCR probe fluorescence, biochemical | inhibition, % at 9.4 µM | 360,000 tested, 0.37% active | AID 651800; in the data active means inhibition above about 19%;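 further: recombinant mutant TCR 2C K166C tagged with TAMRA read by polarization; 0% = receptor in buffer alone and 100% = receptor with positive control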
* marks the source's active call; other numbers are inactive results; x = not tested or not shown.

item | SMILES | HTRA1 inhibitor | TDP2 absorb | UHRF1 binding | mABHD4 FP | PG9 Ab binder
1 | CCOC(=O)N1CCc2c(sc(N)c2C#N)C1 | x | 11 | -2 | 2 | 0.8
2 | CCCCOc1cccc(C2/C(=C(/O)c3ccc4c(c3)CC(C)O4)C(=O)C(=O)N2CCN2CCOCC2)c1 (centres undefined) | -5 | -10 | 3 | 6 | 6.9
3 | CCOC(=O)C1=CN(CC2CCCO2)C=C(C(=O)OCC)C1c1ccccc1C(F)(F)F (centres undefined) | -3 | 17 | 0 | 3 | -0.8
4 | O=C(NNC(=S)Nc1ccc(Cl)cc1Cl)c1cccnc1 | -3 | -4 | -3 | 10 | 0.9
5 | COc1ccc(Cl)cc1-c1cc(C(=O)NCc2ccc(F)cc2)[nH]n1 | x | 2 | 0 | -19 | -0.7
6 | CC(C)(C)/C(COc1ccccc1[N+](=O)[O-])=N/O | -11 | -3 | 2 | -6 | -0.7
7 | CC(=N\NC(=O)c1ccccc1)/C(=N/O)C(=O)Nc1ccccc1 | 22 | -19 | 4 | -2 | -0.5
8 | CCCCC[C@@H](C)N1C[C@H](COCc2ccccc2)Oc2cc(N3CCC[C@H]3C(N)=O)ccc2S1(=O)=O | x | -2 | -4 | 1 | -1.2
9 | CCOc1ccccc1CN1CCCC(CNS(=O)(=O)c2ccc(OC)cc2)C1 (centres undefined) | -1 | 4 | 0 | 4 | -2.1
10 | CC[C@]1(C(=O)OC)[C@H]2C(=O)N(C)C(=O)[C@H]2[C@H]2CN(C)C(=NC)N21 | 3 | -1 | 1 | 5 | -1.6
11 | Cc1ccc(S(=O)(=O)NN2Cc3ccccc3C2=N)cc1 | 1 | -13 | 1 | -5 | -1.0
12 | N#Cc1ccc(OCC(=O)NNC(=O)C2CCCCC2)cc1 | 0 | -12 | 2 | -2 | 1.4

item | PRMT1 inh | SIAE primary | DDE Tn7 FP inh | LEDGF integ inh | TCR-CD3 inh
1 | 4 | 7 | -1 | -4 | -1
2 | -1 | 4 | -7 | -5 | -5
3 | -1 | -1 | 0 | 1 | 4
4 | -2 | 20* | 4 | -6 | -3
5 | -5 | -10 | 3 | 4 | 3
6 | -2 | 9 | 1 | 2 | -5
7 | -1 | 2 | -6 | 1 | -5
8 | 3 | 5 | 2 | 0 | -4
9 | 0 | 5 | 7 | -4 | 4
10 | 2 | -1 | -1 | -2 | -3
11 | -3 | 2 | -6 | 3 | 0
12 | -3 | -9 | 5 | 1 | 2

Next section
item | SMILES | HTRA1 inhibitor | TDP2 absorb | UHRF1 binding | mABHD4 FP | PG9 Ab binder
13 | O=C(Oc1ccccc1)c1ccc2nsnc2c1 | -7 | -7 | 7 | -2 | -2.4
14 | Cc1cc2c(cc1S(=O)(=O)N(C)c1ccccc1)n(C)c(=O)n2C | 1 | 3 | -2 | 4 | 0.4
15 | Cc1ccc(-c2csc(NC(=O)c3c(C)noc3C)n2)cc1C | -20 | -14 | 1 | -3 | 1.1
16 | CC(/C=C1\SC(=O)N(CC(=O)Nc2ccc(O)cc2)C1=O)=C\c1ccccc1 | -24 | 4 | 1 | -20 | -1.0
17 | CC(=O)N1CCC(c2c[nH]c3ccccc23)CC1 | 0 | -7 | -1 | 1 | -1.7
18 | Cc1cccc(C(=O)NC2CC3CCCC(C2)N3C(=O)Nc2ccccc2)c1 (centres undefined) | -8 | -6 | 4 | -7 | -1.7
19 | Cc1ccccc1CNC(=O)COc1ccccc1 | 0 | -1 | -1 | -3 | -0.7
20 | CN(C)C(=O)c1cccc(-c2cnc3c(NC=O)cc(-c4ccc(F)cc4)cn23)c1 | x | 6 | -6 | 0 | 2.0
21 | O=C(NCc1ccccc1)C(c1ccc(C(F)(F)F)cc1)n1c(=O)c(-c2ccco2)nc2ccccc21 (centres undefined) | x | 12 | 13 | -43 | -0.5
22 | CC(=O)N(C(C)=O)C1=C(C#N)C2(CCCCC2)Cc2ccccc21 | -7 | 8 | -3 | 1 | -1.4
23 | CCOc1ccccc1NC(=O)NCc1ccc(F)cc1 | -1 | 12 | 0 | -6 | -0.1
24 | Oc1ccc(C[C@@H]2CNCCN2CCc2cccc3ccccc23)cc1 | -6 | 7 | -1 | 6 | -1.1

item | PRMT1 inh | SIAE primary | DDE Tn7 FP inh | LEDGF integ inh | TCR-CD3 inh
13 | 0 | -8 | -6 | -2 | -4
14 | -2 | 6 | -4 | -2 | 6
15 | -3 | -5 | -10 | 1 | -5
16 | 2 | -2 | 3 | -3 | -10
17 | -2 | 6 | -4 | 3 | -2
18 | 8 | -14 | 6 | 4 | -3
19 | -2 | -3 | 0 | 2 | -1
20 | 1 | -1 | -7 | 7 | 1
21 | 17 | -5 | 8 | 2 | -4
22 | -4 | -2 | -6 | 4 | 3
23 | 1 | -4 | 1 | -2 | 11
24 | 1 | -2 | -6 | -2 | -1

Arranged by value in PG9 Ab binder (high to low): 6 from the list above
entry | structure | PG9 Ab binder
15 | Cc1ccc(-c2csc(NC(=O)c3c(C)noc3C)n2)cc1C | 1.1
14 | Cc1cc2c(cc1S(=O)(=O)N(C)c1ccccc1)n(C)c(=O)n2C | 0.4
23 | CCOc1ccccc1NC(=O)NCc1ccc(F)cc1 | -0.1
19 | Cc1ccccc1CNC(=O)COc1ccccc1 | -0.7
22 | CC(=O)N(C(C)=O)C1=C(C#N)C2(CCCCC2)Cc2ccccc21 | -1.4
18 | Cc1cccc(C(=O)NC2CC3CCCC(C2)N3C(=O)Nc2ccccc2)c1 (centres undefined) | -1.7

Further records
item | SMILES | HTRA1 inhibitor | TDP2 absorb | UHRF1 binding | mABHD4 FP | PG9 Ab binder
25 | O=C(NNC(=S)NC(=O)c1ccccc1[N+](=O)[O-])c1ccccc1Cl | 5 | -3 | -1 | 10 | 1.9
26 | Cc1cc(Br)ccc1NC(=O)c1cnc(N2CCN(c3ccccn3)CC2)c2ccccc12 | x | -6 | 0 | -3 | -0.9
27 | CCN(CC)C(=O)C1=C(C)N(CCCN2CCCC2=O)C(=O)C(CC(=O)NCCc2ccccn2)C1 (centres undefined) | 8 | 1 | 1 | -1 | -2.2
28 | O=C(COc1ccccc1F)NNC(=O)Cn1c(=O)cnc2ccccc21 | -3 | -2 | -1 | 2 | -1.5
29 | COC(=O)Cc1c(O)ccn(Cc2ccc(Cl)c(Cl)c2)c1=O | 0 | 1 | 2 | 2 | 1.3
30 | CCCn1cnc2scc(-c3ccc(C)cc3)c2c1=O | -1 | 10 | -3 | 1 | 0.4
31 | Cc1ccsc1/C=N/NC(=O)CC(=O)NCC(C)C | -6 | 5 | -2 | -1 | -1.2
32 | Cc1ccc(SCCNC(=O)c2ccccc2F)cc1 | -3 | -25 | 2 | -3 | -1.1
33 | CCNC(=O)C1(C)CCN(C(=O)c2ccc(OC(F)F)cc2)C1 (centres undefined) | x | 2 | 19 | -1 | 1.4
34 | O=S(=O)(NC1c2cccc3cccc(c23)C1N1CCNCC1)c1ccccc1 (centres undefined) | -6 | 4 | 0 | -4 | 1.6
35 | CCN(CC)S(=O)(=O)c1ccc(Nc2cc(C)nc3ncnn23)cc1 | -4 | -12 | 3 | 7 | 0.7
36 | CCOC(=O)c1c[nH]c2c(Cl)ccc(Cl)c2c1=O | -14 | 3 | -2 | 3 | 3.1

item | PRMT1 inh | SIAE primary | DDE Tn7 FP inh | LEDGF integ inh | TCR-CD3 inh
25 | 3 | 3 | 4 | -6 | 8
26 | 0 | -16 | 1 | -6 | -1
27 | 1 | 4 | 3 | 2 | -9
28 | -4 | -9 | -8 | 0 | 4
29 | -1 | 0 | 6 | 4 | -9
30 | -6 | 4 | -6 | 3 | 5
31 | -1 | -6 | 5 | 3 | 0
32 | -1 | 4 | -1 | 4 | -2
33 | 3 | 2 | -1 | 3 | -2
34 | 3 | -2 | -2 | -1 | 1
35 | -1 | -6 | 9 | -6 | 2
36 | -2 | 0 | 11 | 0 | 4

(continued)
item | SMILES | HTRA1 inhibitor | TDP2 absorb | UHRF1 binding | mABHD4 FP | PG9 Ab binder
37 | CC1CCC(CN2C(Nc3ccccc3)=NC[C@@H]2C)CC1 (some centres undefined) | 4 | 2 | -1 | 0 | 0.8
38 | Nc1ccn(C(C=O)CC(C=O)CO)c(=O)n1 (centres undefined) | x | 3 | -1 | 1 | -0.5
39 | COCc1c(CCl)cnc(C)c1O | 9 | -2 | 3 | -6 | -0.6
40 | O=[N+]([O-])c1cccc(OCCN2CCC(Cc3ccccc3)CC2)c1 | -3 | 2 | 1 | 9 | -1.2
41 | CC(CCc1ccccc1)NC(=O)COC(=O)C12CC3CC(CC(Br)(C3)C1)C2 (centres undefined) | -27 | -5 | 1 | 1 | 0.8
42 | Cc1[nH]n(-c2ccc(Cl)cc2)c(=O)c1N=Nc1cccnc1 | 0 | -13 | -1 | -5 | -2.4
43 | CCOC(=O)[C@]12CCCC=C1N(Cc1ccc3c(c1)OCO3)C(=O)[C@H](CC(=O)N1CCOCC1)C2 | x | 6 | 3 | -13 | -1.9
44 | Cc1cc(C)n(-c2ccc(NC(=O)C3CCCCN3C(=O)c3ccoc3)cc2)n1 (centres undefined) | -1 | -17 | -2 | 4 | -0.7
45 | CCN(c1cccc(C)c1)S(=O)(=O)c1cc2[nH]c(=O)c(=O)[nH]c2cc1C | x | 3 | 0 | 1 | 0.7
46 | COc1ccccc1N(CC(=O)NCC(C)C)S(=O)(=O)c1cccs1 | 1 | 3 | 5 | -2 | -1.8

item | PRMT1 inh | SIAE primary | DDE Tn7 FP inh | LEDGF integ inh | TCR-CD3 inh
37 | -3 | 3 | 1 | -1 | 5
38 | 7 | 7 | 2 | 0 | -1
39 | 0 | 4 | 2 | 3 | -2
40 | -1 | 0 | 3 | 1 | -4
41 | 2 | 1 | 1 | -4 | -4
42 | -8 | -7 | -7 | 4 | 2
43 | 2 | 3 | 0 | 0 | -4
44 | -2 | -1 | 4 | 0 | 7
45 | -3 | -1 | 1 | 0 | 2
46 | 1 | -7 | -2 | 0 | 3

Two of the compounds above, with each value named.
38) Nc1ccn(C(C=O)CC(C=O)CO)c(=O)n1 (centres undefined)
  HTRA1 inhibitor: x
  TDP2 absorb: 3
  UHRF1 binding: -1
  mABHD4 FP: 1
  PG9 Ab binder: -0.5
  PRMT1 inh: 7
  SIAE primary: 7
  DDE Tn7 FP inh: 2
  LEDGF integ inh: 0
  TCR-CD3 inh: -1
39) COCc1c(CCl)cnc(C)c1O
  HTRA1 inhibitor: 9
  TDP2 absorb: -2
  UHRF1 binding: 3
  mABHD4 FP: -6
  PG9 Ab binder: -0.6
  PRMT1 inh: 0
  SIAE primary: 4
  DDE Tn7 FP inh: 2
  LEDGF integ inh: 3
  TCR-CD3 inh: -2

Screens: PubChem BioAssay, The Scripps Research Institute Molecular Screening Center
